# TSG101-PTAP inh: blocks PTAP/TSG101 interaction to inhibit HIV-1 budding | Fluorescence polarization, FITC-PTAP peptide / Tsg101 binding | 340,000 tested, under 10 active | Potency, µM (titrated, usually from 115 µM), for the others: top-dose activity change, negative = inhibition, usual class: inhibitors | Q99816 | AID 493005; active means well fitted inhibition curve with a large enough effect in the main read-out, with a control signal flat, not every such curve was filed as active; inconclusive means small, poorly fitted or top-dose-only effect, or effect the other way, or a change in a side signal; inactive means no such curve, though single readings can be large or run the other way; further: potency means the concentration at half of the fitted maximal effect; % of control where 0% means no effect
#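 Tsg101 binding domain (10 uM final) was mixed with compound and a FITC-labeled PTAP peptide (50 nM final) in HEPES pH 7.5 buffer with NaCl, Tween 20, EDTA and TCEP; fluorescence polarization was read after 20 min at r.t.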
# Tb PFK inh: blocks T. brucei phosphofructokinase | T. brucei PFK, ADP-Glo luminescence | O15648 | hit rate 0.17% among 330,000 | Potency, µM (series often up to 57.5 µM), for the others: top-dose activity, negative = inhibition, hits mostly inhibitors;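 further: potency means the concentration at half of the fitted maximal effect; 0% = uninhibited 1x PFK enzyme wells and -100% = no-enzyme wells; nearly all actives have a fitted effect of over 60% in size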
#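 1.25 nM PFK with 0.5 mM F6P and 0.1 mM ATP in 0.1 M TEA pH 8.0, 5 mM MgCl2, incubated 45 min at room temperature; ADP measured by ADP-Glo luminescence; compounds titrated up to 57 uM.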
# Mito fusion yeast: inhibitors of mitochondrial division or activators of mitochondrial fusion; hit rate 0.23% among 320,000; Potency, µM (doses to about 46.1 µM), for inactives: at the highest dose growth rescue (activation), hits mostly activators; S. cerevisiae fusion-defective mutant growth rescue, CellTiterGlo 48 h;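 further: potency means the concentration at half of the fitted maximal effect; % of control where 0% means no effect; nearly all actives have a fitted effect of over 45% in size; temperature-sensitive fusion mutants such as fzo1-1 at 37 °C on non-fermentable ethanol glycerol medium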
#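 Growth-rescue viability read-out: after 48 h at the non-permissive 37C in glycerol/ethanol YPEG, yeast mitochondrial fusion mutants are measured by CellTiterGlo luminescence; compounds (23 nl pinned per well) restoring growth score as division inhibitors or fusion activators.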
# Chronic BCR inh: blocks chronic active B-cell receptor signaling. hit rate 0.05% among 340,000. Potency, µM (highest dose often 46.1 µM), for inactives: at the top dose ratio change, negative = lower green/red ratio, usual class: inhibitors. ABC-DLBCL IkBa-CBG/CBR reporter, luminescence ratio, 4 h; active means well fitted inhibition curve with a large enough effect in the signal ratio, with a control signal flat, not every such curve was filed as active; inconclusive means small, poorly fitted or top-dose-only effect, or effect the other way, or a change in a side signal; the % refers to the signal ratio;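 further: potency means the concentration at half of the fitted maximal effect; plate controls were basal doxycycline-induced cells for no effect and cells given 10 µM MG132 for full effect; MG132 reads +100%, hits lower the ratio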
#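 TMD8 human ABC-DLBCL cells with doxycycline-inducible IκBα–green luciferase fusion and unfused red luciferase, in 0.5% FBS medium; compounds up to 46 uM, 4 h at 37C. Green/red luminescence ratio, filter-overlap corrected, fitted to concentration-response curves.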
# USP2a block: inhibitors of human ubiquitin-specific protease USP2a; Potency, µM (top dose mostly 38.3 µM), inactives show at the highest dose activity change, negative = inhibition, most hits filed as inhibitors; hit rate 0.01% among 330,000; O75604; AID 463254; USP2 core, Ub-CHOP2 coupled fluorogenic reporter, 485/531;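 further: potency means the concentration at half of the fitted maximal effect; plate controls were DMSO wells for no effect and full inhibition by NEM control for full effect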
#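 USP2 core (10nM final) preincubated 30min RT with compound in 20mM Tris-HCl pH 8.0, 2mM CaCl2, 2mM beta-mercaptoethanol, 0.05% CHAPS; 25nM Ub-CHOP2 plus 25nM reporter substrate added, fluorescence (Ex485/Em531) read after 60min.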
# Eya2 phos inh: blocks the phosphatase activity of human Eya2. recombinant Eya2, OMFP fluorescence dephosphorylation (OMFP is methylfluorescein phosphate). O00167. hit rate 0.006% among 330,000. Potency, µM (titrated, usually from 76.9 µM), inactives show top-dose activity, negative = inhibition, actives largely listed as inhibitors; further: potency means the concentration at half of the fitted maximal effect; on the % scale 0 is the no-effect control and ±100 the full control effect
#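 Eya2 protein (added as 0.2 uM solution) was preincubated with compound for 10 min at ambient temperature in 50 mM HEPES pH 7.5, 50 mM NaCl, 5 uM MgCl2, 0.05% BSA, 1 mM DTT. OMFP (added at 50 uM) then reacted 10 min; fluorescence read at 485/525 nm.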
# TCR activator: activates T cell receptor signaling. Potency, µM (titrated, usually from 9.22 µM), for the others: at the highest dose activation of IL-2 secretion, most hits filed as activators. AID 504894. primary human leukocytes, anti-CD3, IL-2 HTRF, 48 h. 330,000 tested, under 10 active; further: % of control where 0% means no effect
#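 Readout: HTRF IL-2, Eu-cryptate/d2 antibody pair, 320nm excitation, 665nm emission. Stimulus: a-CD3 beads, no co-stimulation. Cells: primary human leukocytes. Exposure: 48 hr with compound.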
# ELG1 repair inh: inhibitors of ELG1-dependent DNA repair in HEK293T cells. HEK293T ELG1-luciferase reporter, luminescence, 16 h; DNA damage induced by 5-fluorouridine. Potency, µM (series often up to 46.1 µM), without a hit: at the highest dose activity change, negative = inhibition, most hits filed as inhibitors. hit rate 2.3% among 330,000. AID 504467; further: potency means the concentration at half of the fitted maximal effect; on the % scale 0 is the no-effect control and ±100 the full control effect; nearly all actives have a fitted effect of over 55% in size
#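 HEK293T cells expressing luciferase-tagged ELG1 (2,000/well) received 5-Fluorouridine plus compound or DMSO for 16 hr at 37 °C. Luciferase was read by ONE-Glo luminescence after 30 min at room temperature.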
# TSHR antag: blocks TSH signaling through the human TSH receptor; P16473; TSHR-expressing cells, TSH-stimulated cAMP HTRF, 2 h; hits give low values; activity change, negative = inhibition, % at 11.5 µM; hit rate 0.2% among 330,000; AID 504810;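 active means activity change below a set negative limit, meaning inhibition stronger than a set level, cut at about -70% in these data; inconclusive means activity change between two set negative limits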; further: on the % scale 0 is the no-effect control and ±100 the full control effect
# Target sequence (P16473 whole entry, looked up): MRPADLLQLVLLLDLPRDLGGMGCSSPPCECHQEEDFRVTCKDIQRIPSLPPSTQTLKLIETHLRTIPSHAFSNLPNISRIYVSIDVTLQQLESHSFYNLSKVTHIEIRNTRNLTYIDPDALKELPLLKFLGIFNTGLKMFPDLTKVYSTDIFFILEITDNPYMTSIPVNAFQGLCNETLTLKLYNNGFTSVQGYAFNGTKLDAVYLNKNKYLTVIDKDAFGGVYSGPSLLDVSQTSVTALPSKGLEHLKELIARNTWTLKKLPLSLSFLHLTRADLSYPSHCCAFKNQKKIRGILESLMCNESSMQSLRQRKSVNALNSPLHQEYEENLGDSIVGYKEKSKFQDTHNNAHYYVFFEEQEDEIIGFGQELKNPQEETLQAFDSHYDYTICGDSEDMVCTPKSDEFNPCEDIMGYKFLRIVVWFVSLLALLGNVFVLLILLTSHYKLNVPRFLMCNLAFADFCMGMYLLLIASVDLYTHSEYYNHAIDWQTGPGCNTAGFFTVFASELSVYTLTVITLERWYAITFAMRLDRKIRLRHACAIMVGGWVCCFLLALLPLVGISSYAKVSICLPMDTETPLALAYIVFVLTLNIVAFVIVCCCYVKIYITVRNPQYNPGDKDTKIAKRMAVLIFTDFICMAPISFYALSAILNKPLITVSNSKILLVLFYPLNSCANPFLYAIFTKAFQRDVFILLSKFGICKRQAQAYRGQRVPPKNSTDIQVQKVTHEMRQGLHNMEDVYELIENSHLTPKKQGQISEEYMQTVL
#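 Antagonism was scored as loss of TSH-driven cAMP in TSHR cells, stimulated with 4nM TSH (EC80) for 2 hours at 37 deg C and detected by homogeneous HTRF competition immunoassay.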
# uPA generation: cell surface uPA generation inhibition; cell surface uPA generation assay, qHTS; Potency, µM (titrated, usually from 38.3 µM), for the others: at the highest dose activity change, negative = inhibition, hits mostly inhibitors; hit rate 0.31% among 330,000; active means well fitted inhibition curve with a large enough effect; inconclusive means small, poorly fitted or top-dose-only effect; inactive means no such curve, though single readings can be large or run the other way; tested in mouse RAW 264.7 cells; further: potency means the concentration at half of the fitted maximal effect; on the % scale 0 is the no-effect control and ±100 the full control effect; nearly all actives have a fitted effect of over 55% in size
# B2AR arrestin: agonists driving beta-arrestin recruitment to human beta2-adrenergic receptor | P07550 | beta-arrestin recruitment to beta2AR, cell-based reporter | Potency, µM (series often up to 46.1 µM), for inactives: top-dose activation, actives largely listed as activators | hit rate 0.02% among 330,000 | AID 492947;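 further: potency means the concentration at half of the fitted maximal effect; 0% = DMSO controls and full agonism = EC100 isoproterenol or metaproterenol; nearly all actives have a fitted effect of over 65% in size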
# * marks the source's active call; other numbers are inactive results; ? = inconclusive; nt = no result given; [ ] = another dose, or the depositor's remark. Unless noted, the call rests on the fitted dose curve; in most records, active means well fitted curve in the direction sought with a large enough effect; inconclusive means small, poorly fitted or top-dose-only effect, or another doubt; inactive means no such curve, though single readings can be large; an effect the other way counts as inactive or inconclusive. Outcome played no part in choosing rows (roughly 3% active in at least one column).
item	canonical_smiles	TSG101-PTAP inh	Tb PFK inh	Mito fusion yeast	Chronic BCR inh	USP2a block	Eya2 phos inh
1	O=S(=O)(c1cccs1)n1cnc2ccccc21	-9%	-2%	8%	-2%	1%	1%
2	S=C(NCCc1ccncc1)Nc1ccccc1	-1%	4%	-7%	-3%	0%	1%
3	NC(=O)CC1Nc2cccc3cccc(c23)NC1=O (configuration not stated)	-10%	-29%	4%	-4%	0%	-5%
4	CCCSc1nc2c(c(=O)[nH]c(=O)n2C)n1CCc1ccccc1	0%	3%	17%	-1%	-1%	2%
5	O=C(NC1C2CC3CC(C2)CC1C3)c1ccc2c(c1)OCO2 (configuration not stated)	0%	-2%	6%	0%	1%	2%
6	S=C(Nc1ccccc1)N1CCOCCOCCN(C(=S)Nc2ccccc2)CCOCCOCC1	-2%	0%	-3%	-8%	0%	0%
7	CC(=O)c1sc(-c2ccc(Cl)cc2)cc1N	0%	11%	-4%	?	-2%	6%
8	Cc1ccc(NC(=O)C(c2ccccc2)N2CCN(C(=O)c3ccco3)CC2)cc1Cl (configuration not stated)	-2%	2%	-6%	?	-1%	5%
9	C[C@@H](C(=O)NCCc1ccccc1F)N1C(=O)N2CCc3c([nH]c4ccccc34)[C@@]2(C)C1=O	-2%	1%	-3%	?	2%	12%
10	CC(C)Cn1c(-c2ccccc2)nc(=S)c2c1CCCC2	-6%	1%	0%	?	4%	-12%
11	CC1CCCC(NC(=O)CN2C(=O)NC(C)(c3cc(F)ccc3F)C2=O)C1C (configuration not stated)	-10%	0%	nt	1%	3%	-2%
12	CCOC(=O)Cc1csc(SCC(=O)NC2CCCC(C)C2C)n1 (configuration not stated)	-1%	3%	-2%	?	7%	-9%
13	Clc1ccccc1C1=Nn2c(nnc2-c2ccco2)SC1	-3%	5%	22%	?	-1%	1%
14	Cc1ccc(C(=O)N2CCCCC2C(=O)O)o1 (configuration not stated)	1%	-8%	1%	27%	-6%	-6%
15	CC(=O)c1cc(F)ccc1OCC(=O)N1CCCc2ccccc21	-9%	-2%	17%	?	0%	7%

item	TCR activator	ELG1 repair inh	TSHR antag	uPA generation	B2AR arrestin
1	-7%	?	-6	2%	0.4%
2	-9%	0%	-4	-4%	0.3%
3	15%[46.1 µM]	18%	31	7%	0.1%
4	-1%	-6%	-2	-8%	0.0%
5	-9%	?	-126*	4%	-0.3%
6	-2%	-19%	0	-2%	-1.0%
7	1%	15%	-25	-1%	-0.1%
8	6%	14%	4	-3%	-0.1%
9	-2%	-28%	0	?	0.2%
10	-3%	2%	-1	2%	-0.1%
11	6%	13%	-1	4%	-0.3%
12	-2%[46.1 µM]	4%	4	5%	-0.5%
13	-6%	-5%	-9	-5%	-0.1%
14	-4%	-3%	10	-6%	-0.6%
15	-7%	21%	-2	-3%	-0.1%

# (list continues)
item	canonical_smiles	TSG101-PTAP inh	Tb PFK inh	Mito fusion yeast	Chronic BCR inh	USP2a block	Eya2 phos inh
16	CSc1ccc(C(=O)C2CCCN(S(=O)(=O)N(C)C)C2)cc1 (configuration not stated)	0%	0%	-5%	-1%	0%	-14%
17	CC(C)CC(NC(=O)c1cccs1)c1nnc(SCc2ccc(Cl)c(Cl)c2)n1C (configuration not stated)	-4%	-14%	29%	?	1%	3%
18	O=C(OCC(=O)c1ccc(Cl)s1)c1cncc(Br)c1	-2%	11%	nt	3%	0%	-1%
19	Cc1ccc(C(c2sc3ncnn3c2O)N2CC(C)CC(C)C2)cc1 (configuration not stated)	-10%	5%	0%	0%	1%	-1%
20	CC(=O)C1=C(O)C(=O)N(c2cccc(Br)c2)C1c1ccc(Br)cc1 (configuration not stated)	-16%	-1%	-4%	4%	-1%	-2%
21	C/C(=N\N=C1/NC(=O)C(C)S1)c1ccc([N+](=O)[O-])cc1 (configuration not stated)	1%	-10%	-3%	?	3%	1%
22	COc1ccc(CCC(=O)Nc2cccc(Cl)c2)cc1	0%	0%	16%	1%	4%	5%
23	Cc1cc(Cl)c2oc(C(=O)N(C)Cc3ccon3)c(C)c2c1	-12%	-2%	22%	?	-2%	2%
24	CC(C)(C)c1ccc(-c2nnc3sc(-c4ccccn4)nn23)cc1	-2%	-20%	6%	?	-1%	0%
25	Cc1cc(C)nc(Nc2ccc(C(=O)O)cc2)n1	-1%	-1%	-1%	?	2%	-8%
26	Cc1nc2ccc(NC(=O)COc3ccccc3)cc2s1	-2%	0%	-34%[inhibitor]	0%	-4%	3%
27	O=C(c1ccc2c3c(cccc13)CC2)C1CCCN(C(=O)c2cc[n+]([O-])cc2)C1 (configuration not stated)	-8%	3%	-2%	?	1%	6%
28	O=C(c1cccc(S(=O)(=O)N2CCOCC2)c1)N1CCCCCC1	-10%	-2%	2%	?	1%	12%
29	O=P(O)(CN1CCCCCC1)CN1CCCCCC1	nt	?	-1%	-1%	-2%	14%
30	Cc1ccc(NC(=O)C/C(N)=N/OC(=O)Nc2ccc(C)c(Cl)c2)cc1	0%	-3%	0%	?	-1%	-23%
31	O=C(NC(=S)Nc1ccccc1Br)C1CCC1	-4%	-2%	-2%	?	3%	10%
32	CN(C)c1nc2c(c(=O)[nH]c(=O)n2C)n1Cc1ccccc1Br	1%	1%	1%	-6%	-1%	-7%
33	COc1ccc(C)c2sc(=NC(=O)c3ccccc3)n(C)c12	0%	2%	5%	?	-2%	7%

item	TCR activator	ELG1 repair inh	TSHR antag	uPA generation	B2AR arrestin
16	1%	?	-10	nt	-0.6%
17	3%[46.1 µM]	?	-22	0%	-0.1%
18	nt	-2%	-14	-7%	-0.1%
19	11%[46.1 µM]	2%	-2	12%	0.3%
20	5%	-10%	2	15%	-0.2%
21	-2%[46.1 µM]	16%	4	1%	-0.1%
22	0%[46.1 µM]	6%	-16	11%	-0.6%
23	-4%	?	9	-14%	0.3%
24	0%	?	0	-4%	0.0%
25	0%	?	-3	-2%	-0.6%
26	-24%	?	0	1%	0.2%
27	13%	6%	-7	7%	0.2%
28	-7%	-2%	3	nt	-0.8%
29	nt	9%	8	nt	-0.1%
30	0%	?	10	-1%	-0.3%
31	-5%	-5%	-11	-1%	1.0%
32	-1%	26%	-13	nt	0.6%
33	-2%	?	-7	1%	-0.8%

# Quoted at random: 5 records from the list.
item	canonical_smiles	TSG101-PTAP inh	Tb PFK inh	Mito fusion yeast	Chronic BCR inh	USP2a block	Eya2 phos inh
30	Cc1ccc(NC(=O)C/C(N)=N/OC(=O)Nc2ccc(C)c(Cl)c2)cc1	0%	-3%	0%	?	-1%	-23%
29	O=P(O)(CN1CCCCCC1)CN1CCCCCC1	nt	?	-1%	-1%	-2%	14%
20	CC(=O)C1=C(O)C(=O)N(c2cccc(Br)c2)C1c1ccc(Br)cc1 (configuration not stated)	-16%	-1%	-4%	4%	-1%	-2%
24	CC(C)(C)c1ccc(-c2nnc3sc(-c4ccccn4)nn23)cc1	-2%	-20%	6%	?	-1%	0%
19	Cc1ccc(C(c2sc3ncnn3c2O)N2CC(C)CC(C)C2)cc1 (configuration not stated)	-10%	5%	0%	0%	1%	-1%

item	TCR activator	ELG1 repair inh	TSHR antag	uPA generation	B2AR arrestin
30	0%	?	10	-1%	-0.3%
29	nt	9%	8	nt	-0.1%
20	5%	-10%	2	15%	-0.2%
24	0%	?	0	-4%	0.0%
19	11%[46.1 µM]	2%	-2	12%	0.3%

# Source: PubChem BioAssay
